Cneo AK release = Cryptococcus neoformans lysis via adenylate kinase release | 360,000 compounds, 0.2% hits | C. neoformans lysis, adenylate kinase release luminescence, 4 h; normalised: neutral wells 0, clomiphene wells 100 | AID 651654 | lysis activity, % at 15 µM;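 active means mean lysis activity across replicates of at least 80%, whatever share of replicates individually reach that level; inactive means mean lysis activity below 80%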
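Signal: Adenylate kinase release luminescence | Assay system: Log-phase Cryptococcus neoformans yeast cells | Input: Cells at 5 × 10^6 per mL | Buffer or medium: Fresh YPD growth medium | Compound: Single dose | Schedule: Static 4 h at 37 °C with compound, 1 h detection | Controls: Clomiphene | Read-out: Luminescence rise reflecting yeast cell lysis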
EWS-Fli inh = blocks EWS/Fli oncoprotein-driven transcription; 350,000 compounds, 0.67% hits; A673 NR0B1-luciferase reporter, viability-normalised; inhibition, % at 12.6 µM; AID 651661;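 active means mean inhibition of at least 50% after viability correction, with every replicate also passing that limit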;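 further: firefly luciferase signal divided by Alamar Blue viability fluorescence both relative to DMSO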
LGR2 antag = blocks bursicon-induced cAMP signaling via Drosophila LGR2; HEK293 LGR2, CRE-luciferase, bursicon-stimulated, 4 h; inhibition, % at 9.99 µM; 380,000 compounds, 0.35% hits;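 active means drop in luminescence signal, shown as inhibition above about 50% in the replicate tests, limit read from the data, passing the limit was not always enough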;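 further: agonist challenge used bursicon conditioned medium at about half maximal strength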
FN deposition inh = fibronectin deposition inhibition; inhibition, % at 12.6 µM; AH1F fibroblasts, Alexa488-fibronectin deposition fluorescence, overnight; AID 743247; 350,000 compounds, 0.086% hits;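 active means mean inhibition across replicates of 30% or more, regardless of how many single replicates reach that level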;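 further: positive control wells lacked labelled fibronectin entirely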
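Assay system: AH1F fibroblast monolayer, labelled fibronectin deposition. Amount: 10000 cells per well. Also added: labelled fibronectin 24 nM. Compound: single-point pinned compound. Incubation: cell attachment 1 h, compound and FN exposure overnight. Detection: fluorescence after three HBSS washes, excitation 485 nm, emission 525 nm. Read-out: inhibition of fibronectin deposition signal.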
PGC1a acetyl inh = lowers PGC1a acetylation signal in U2OS cells; AlphaScreen anti-acetyl-lysine; with virally co-expressed GCN5 acetyltransferase; AID 651687; inhibition, % at 15.6 µM; 350,000 compounds, 0.17% hits;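 active means every replicate shows inhibition of at least 40%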;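 further: 0% = neutral control wells and 100% = positive control wells; some results beyond the cut were filed as inactive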
miR122 inh = blocks miR-122 activity in Huh7 sensor cells; activation (reporter increase), % at 12.5 µM; Huh7 miR-122 Renilla luciferase sensor, 48 h; neutral wells = 0, positive control = 100; 340,000 compounds, 0.3% hits;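 active means mean replicate activation score at least 90 and every replicate individually at or above 90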;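 further: higher luciferase means less miR-122 activity so hits act as miR-122 inhibitors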
CASP6 VEID inh = caspase-6 (human) enzyme inhibition; P55212; AID 686996; 350,000 compounds, 0.53% hits; inhibition, % at 12.5 µM; purified caspase-6, Z-VEID-R110 cleavage fluorescence;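 active means mean inhibition across replicates at least about 35%, with every replicate also reaching that limit, limit read from the data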;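 further: 0% = median of neutral control wells and 100% = no fluorescence left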
Target sequence (P55212 24-179 limits assumed): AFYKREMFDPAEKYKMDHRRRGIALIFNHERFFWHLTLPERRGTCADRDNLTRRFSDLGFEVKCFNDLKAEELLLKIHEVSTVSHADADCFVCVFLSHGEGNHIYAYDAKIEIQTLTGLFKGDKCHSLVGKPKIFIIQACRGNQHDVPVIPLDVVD
Target sequence (P55212 194-293 limits assumed): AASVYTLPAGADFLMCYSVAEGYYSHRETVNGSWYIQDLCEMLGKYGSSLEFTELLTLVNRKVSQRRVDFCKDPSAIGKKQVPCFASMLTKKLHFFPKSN
PAX8 reporter = inhibitors of PAX8 transcriptional activity in RMG-I cells; 360,000 compounds, 1.2% hits; AID 652154; RMG-I TPO-luciferase reporter, SteadyGlo, 24 h; inhibition, % at 12.6 µM;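 active means mean replicate inhibition at least 60% with every replicate also reaching 60%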;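 further: luciferase light reporting Pax8 driven TPO promoter activity; plate controls were median of neutral control wells for no effect and mitoxantrone controls for full effect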
Numbers without * were called inactive; / = no result given; & = joins results of further samples; [ ] = dose if it differs, or a comment.

Preview (two entries):
SMILES	Cneo AK release	EWS-Fli inh	LGR2 antag	FN deposition inh	PGC1a acetyl inh	miR122 inh	CASP6 VEID inh	PAX8 reporter
CC(C)(C)[S@@](=O)N1Cc2cc(C(=O)NCc3ccncc3)nc(-c3cccc(-c4cccc(C#N)c4)c3)c2[C@H]1CCO	15	7	-10	16	20	/	-7	17
COc1ccccc1CC(=O)N1CCCC(CCC(=O)NCc2ccccc2F)C1 (configuration not stated)	-5	-1	-7	3	7	10	-2	8

All compounds of this part (from the top)
SMILES	Cneo AK release	EWS-Fli inh	LGR2 antag	FN deposition inh	PGC1a acetyl inh	miR122 inh	CASP6 VEID inh	PAX8 reporter
CC(C)(C)[S@@](=O)N1Cc2cc(C(=O)NCc3ccncc3)nc(-c3cccc(-c4cccc(C#N)c4)c3)c2[C@H]1CCO	15	7	-10	16	20	/	-7	17
COc1ccccc1CC(=O)N1CCCC(CCC(=O)NCc2ccccc2F)C1 (configuration not stated)	-5	-1	-7	3	7	10	-2	8
C[C@@H]1CCCCO[C@@H](CN(C)C(=O)CCC(F)(F)F)[C@@H](C)CN([C@@H](C)CO)C(=O)c2cc(NC(=O)C3CCCCC3)ccc2O1	-3	0	11	-7	4	6[16.7 µM]	3	9
CC1(C)Cc2nc3nc(SCC(=O)Nc4ccccc4)nc(N)c3cc2CO1	/	-4	0	-1	5	/	-4	-9
CC1CCCC(C)N1C(=O)COC(=O)C(Cc1ccccc1)NC(=O)c1cccs1 (configuration not stated)	/	1	-26	2	/	/	1	7
COC(=O)C[C@@H]1CC[C@@H](NS(=O)(=O)c2ccccc2OC)[C@@H](CO)O1	/	3	4	-4	/	/	0	-9
CC(C)Oc1ccc(CNCCC2(C(C)C)CCOC(C)(C)C2)cc1 (configuration not stated)	-3	/	/	-5	-4	-71	/	/
C[C@@H]1CN([C@@H](C)CO)C(=O)CCCn2nncc2CO[C@H]1CN(C)Cc1cccnc1	1&-4&-2	-3&6&-2	3&21	-3&8	5&-2	-1	-4&-1&-5	-31&-4
CCCCC(=O)N/N=C(C)/C=C/c1ccccc1F	/	-10	-46	/	-2	/	5	-30
C[C@H]1CN([C@@H](C)CO)C(=O)c2cc(C#CC3CCCCC3)cnc2O[C@@H]1CN(C)S(=O)(=O)c1cccc(F)c1	-2	3	29	1	-7	-27[16.7 µM]	-2	51
COc1ccc2[nH]c(C)c(CCN(Cc3cccs3)C(=S)Nc3ccccc3)c2c1	10	3	-19	-16	8	5	-1	41
COCCNC(=S)Nc1ccccn1	/	12	-11	10	12	/	-2	-1
Cc1cc(C(F)F)n2nc(C(=O)O)nc2n1	/	/	/	5	7	-8	/	5
CC(C)[C@@H](C(=O)N[C@@H](C(=O)O)c1ccccc1)N1C(=O)N2CCc3c([nH]c4ccccc34)[C@@]2(C)C1=O	7	3	4	/	-8	4	6	/
CC(C)(C)NC(=O)Cn1nnc(-c2ccccc2NC(=O)c2cnccn2)n1	-1	/	/	2	-9	-7	/	10
C[C@@H]1CN([C@@H](C)CO)C(=O)c2cc(NC(=O)C3CCCCC3)ccc2O[C@@H](C)CCCCO[C@@H]1CN(C)C(=O)Cc1ccccc1	-1	-9	-4	/	-9	-1[16.7 µM]	/	10
CCC(=O)NC[C@@H]1[C@@H](c2ccccc2)[C@@H](CO)N1C(=O)C1CCC1	-7	-4	-11	/	-1	8[16.7 µM]	0	-4
C[C@H](CO)N1C[C@H](C)[C@@H](CN(C)CC2CC2)Oc2ccc(NC(=O)Nc3ccc(F)cc3)cc2CC1=O	15	1	0	/	3	-2[16.7 µM]	1	11
O=[N+]([O-])c1cc(S(=O)(=O)N2CCCC2)ccc1N/N=C/c1ccncc1	/	/	2	6	-6	-2	/	-51
Cc1ccc(S(=O)(=O)NCCC(=O)NCC(c2cccs2)N(C)C)cc1 (configuration not stated)	2	-1	-8	0	1	-2	-8	5
Cn1nnnc1SCCNCc1ccccc1OCc1ccc(Cl)cc1	3	/	1	-9	-32	4	/	-5
O=C(CSCC(=O)Nc1ccc2ccccc2c1)NCc1ccccc1	-3	/	/	5	-2	-6	/	/
COc1ccc(N(C)C(=O)Cc2c(C(=O)O)[nH]c3ccccc23)c(OC)c1	/	-6	0	12	4	/	8	7
O=C(Cc1ccncc1)NCC[C@H]1CC[C@@H](NS(=O)(=O)c2ccccc2Cl)[C@@H](CO)O1	1	-6	6	-10	6	/	0	-2
CSc1nc2cc(S(=O)(=O)N3CCOCC3)ccc2s1	1	/	2	-6	-16	-2	/	/

(continued)
SMILES	Cneo AK release	EWS-Fli inh	LGR2 antag	FN deposition inh	PGC1a acetyl inh	miR122 inh	CASP6 VEID inh	PAX8 reporter
CC1(C)NC(=O)N(CC(=O)N2CCN(S(=O)(=O)c3ccccc3C(F)(F)F)CC2)C1=O	-1	-2	1	-2	-4	-5	-136	-5
O=C(c1cc(C2CC2)nc2ccc(Br)cc12)N1N=C(C(F)F)CC1(O)C(F)F (configuration not stated)	0	/	/	-3	11	11	/	35
O=C(CN1CCOCC1)NCCc1ccccc1	2	-4	9	9	-9	-1	2	3
C/C(=N/NS(=O)(=O)c1ccc(Cl)cc1)c1ccncc1	14	1	10	7	/	/	-52	-4
COc1cccc(C#Cc2cnc3c(c2)C(=O)N([C@@H](C)CO)C[C@H](C)[C@H](CN(C)C(C)=O)O3)c1	0	-9	0	10	8	-2[16.7 µM]	1	/
Cc1noc(C)c1NC(=O)Nc1cccc2c1O[C@H](CN(C)C(=O)Nc1c(C)noc1C)[C@H](C)CN([C@H](C)CO)C2=O	-2	-17	-8	/	3	7[16.7 µM]	/	-6
CN1C(=S)SC(C)(NO)C1(C)C (configuration not stated)	2	-3	-9	/	-3	-1	-1	/
CC(C)(C)[S@@](=O)N1Cc2cc(C(=O)NCCc3ccncc3)nc(-c3cccc(-c4cccnc4)c3)c2[C@H]1CCO	4	-1	5	14	14	/	-4	-10
Cc1ccc(N(CC(O)Cn2c3ccccc3c3ccccc32)S(C)(=O)=O)c(C)c1 (configuration not stated)	1	/	/	0	-5	-5	/	/
CN(c1ccccc1)S(=O)(=O)c1ccc(NC(=O)c2ccccc2C(=O)O)cc1	/	-1	11	1	/	/	3	-9
COc1ccc(-c2nc3ccc(C)cn3c2CC(C)(C)C)cc1OC	14	-6	-18	-4	-1	4	2	-5
CN(C)c1ccc(C2/C(=C(/O)c3ccccc3)C(=O)C(=O)N2CCCC(=O)O)cc1 (configuration not stated)	1	1	-6	-1	8	/	25	1
COC(=O)C[C@@H]1CC[C@@H]2[C@H](COc3ccc(NC(=O)Nc4ccc(C)cc4)cc3C(=O)N2C)O1	-1	-26	8	-24	6	8[16.7 µM]	4	-14
O=C(C[C@H]1CC[C@H]2[C@@H](COC[C@H](O)CN2C(=O)Nc2ccccc2)O1)NCc1ccccc1F	-2	-7	-6	-5	-1	4[16.7 µM]	0	-5
C[C@@H]1CCCCO[C@H](CN(C)CC2CC2)[C@H](C)CN([C@H](C)CO)C(=O)c2cc(NC(=O)NC3CCCCC3)ccc2O1	/	-4	-1	/	9	/	-2	-4
C[C@H](CO)N1C[C@H](C)[C@H](CN(C)S(=O)(=O)c2ccccc2)Oc2ccc(NC(=O)Nc3ccc4c(c3)OCO4)cc2CC1=O	/	9	-1	3	-4	-2[16.7 µM]	1	/
N#CC(Cc1ccccc1)(Cc1ccccc1)C(=O)NN	-10	13	6	-5	-4	4	-1	-4
COCC(COS(N)(=O)=O)Cc1ccccc1 (configuration not stated)	8	-5	11	3	10	-5	/	-16
C[C@H]1CN([C@@H](C)CO)C(=O)c2cc(Br)cnc2O[C@H]1CN(C)CC1CCOCC1	-1	11	-2	-23	10	-7[16.7 µM]	0	12
CC(=O)N1[C@H](CO)[C@@H](c2ccc(-c3ccccc3)cc2)[C@@H]1CNC(=O)C1CC1	1	8	13	-11	3	-21[16.7 µM]	/	-19
CC1CC(C)CN(CCCNC(=O)c2ccc(N3CCCC3=O)cc2)C1 (configuration not stated)	-1	-4	7	-22	3	-4	-6	1
CC(=O)Nc1sc(NC(=O)c2ccc([N+](=O)[O-])cc2)nc1-c1cccs1	/	2	/	-4	1	/	-2	6
Cc1c(C)c2c(OCC(=O)N[C@@H](CC(C)C)C(=O)O)cc3c(c2oc1=O)CCC(C)(C)O3	5	-40	-1	2	12	5	4	38
COCC(=O)N(C)C[C@H]1Oc2ncc(-c3ccc(C)cc3)cc2C(=O)N([C@@H](C)CO)C[C@H]1C	0	-16	3	-1	-1	-3[16.7 µM]	2	/
COC(=O)c1ccc(C(=O)OC)c(NC(=O)C2CCCO2)c1 (configuration not stated)	2	9	-13	-3	-20	-3	0	-22

Further entries.
SMILES	Cneo AK release	EWS-Fli inh	LGR2 antag	FN deposition inh	PGC1a acetyl inh	miR122 inh	CASP6 VEID inh	PAX8 reporter
CCN(CC)C(=O)Cn1cc(S(=O)(=O)Cc2cccc([N+](=O)[O-])c2)c2ccccc21	-1	/	3	1	-7	-1	1	12
CCOc1ccc(S(=O)(=O)NCc2ccc(Cl)cc2)c2cccnc12	/	6	-8	-8	/	/	8	7
CCN1CCN(C(=S)Nc2cc(C(=O)OC)ccc2C(=O)OC)CC1	2	4	18	0	7	-6	2	0
COCC(=O)N1[C@@H]2Cn3c(ccc(/C=C/c4ccccc4)c3=O)[C@H]1[C@@H](C(=O)N1CCOCC1)[C@@H]2CO	-1	-3	-4	0	/	/	3	-4
Cc1cccc(Cl)c1NC(=O)N1CCCN(c2nc3ccc(Cl)cc3s2)CC1	7	8	3	4	9	-26	0	31
Cn1cc(CN2CCC(C(=O)NC(c3ccc(F)cc3)c3ccc4ccccc4n3)CC2)c2ccccc21 (configuration not stated)	12	19	21	2	-45	-22	13	47
Cc1noc(C)c1S(=O)(=O)Nc1ccc2c(c1)C(=O)N([C@@H](C)CO)C[C@@H](C)[C@@H](CN(C)C(=O)NC(C)C)OCCCC[C@H](C)O2	-2	-7	4	5	6	7[16.7 µM]	1	4
COCC(=O)Nc1ccc2c(c1)C(=O)N(C)C[C@@H](OC)[C@@H](C)CN(C(=O)Cc1ccccn1)[C@H](C)CO2	0	2	-5	2	6	/	-5	-19
Cc1noc(C)c1NC(=O)N[C@H]1CC[C@@H](CCNC(=O)C2CCCC2)O[C@@H]1CO	-5	-1	1	-4	6	-2[16.7 µM]	-2	8
O=C1CCN(S(=O)(=O)c2ccc(Br)cc2)CCN1	-3	-5	12	/	-2	0	-1	-1
CNC(=O)C1CC(=O)N(CCc2ccc(OC)c(OC)c2)C(=Nc2ccc(F)cc2)S1 (configuration not stated)	0	-9	17	0	1	0	12	-18
Cc1ccccc1S(=O)(=O)N1[C@@H](c2cccc(Cl)c2)C(C(=O)OC(C)(C)C)=CC[C@H]1c1ccc(Cl)cc1	-2	24	-8	2	-11	-2	-1	-9
O=C(C[C@@H]1C[C@H]2c3cc(NC(=O)NC4CCCC4)ccc3O[C@H]2[C@H](CO)O1)NCCc1ccccc1	0	2	-24	-7	3	6[16.7 µM]	-1	-12
CC(C)CCN(CCC(C)C)CC(O)Cn1c2ccccc2c(=O)c2ccccc21 (configuration not stated)	4	9	/	8	-5	-5	0	-3
CCCN1CCC(NC(=O)Cc2ccccc2C)CC1	1	-3	-4	2	1	-2	-6	-14
COc1cccc(NC(=O)CN(C)CC(=O)NCc2ccc(F)cc2)c1	-1	-6	-2	3	19	-14	-2	10

Screening data deposited in PubChem by Broad Institute.
